UPR XBP1 act = activators of adaptive XBP1 UPR arm, primary screen, cell-based, CHO-XBP1 luciferase reporter, luminescence, uHTS. 330,000 tested, 0.33% active. activation, % at 20 µM. IRE1-XBP1 UPR activation; percent of tunicamycin response, DMSO as zero;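 active means versus positive control, 20 µM dose yields 30% or more activation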;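 further: 100% = tunicamycin at 10 µg/mL and 0% = DMSO only wells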
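incubation = overnight seeding at 37 °C, 6 h compound treatment at 37 °C | assay system = CHO-XBP1 cells stably carrying IRE1-XBP1-driven luciferase reporter | input = 1000 cells per well | detection = luciferase luminescence | dosing = single point, 20 µM final compound, 1% DMSO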
697 NFkB inh = inhibitors of PMA/ionomycin-induced NF-kB reporter, 697 cells, primary screen, B-cell NF-kB inhibitor project, cell-based, luminescence, uHTS; 697 B-cell NF-kB luciferase reporter, 16 h; inhibition, % at 4 µM; 330,000 tested, 0.33% active; AID 435022, 2010; in the data active means inhibition above about 35%
CCR6 antagonist = CCR6 receptor antagonists, primary screen, cell-based, CHO-K1, luminescence, beta-arrestin, uHTS; inhibition, % at 20 µM; 340,000 tested, 0.49% active; AID 493098, 2011; C-C chemokine receptor type 6 (Homo sapiens), P51684; CHO-K1 CCR6 PathHunter beta-arrestin, CCL20-stimulated;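 active means compounds whose inhibition of the agonist-driven luminescence signal at 20 µM reaches about 50%, limit read from the data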;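 further: cells stimulated with CCL20 at 14 nM final; plate controls were DMSO with CCL20 for no effect and DMSO without agonist for full effect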
Target sequence (P51684 whole entry, looked up): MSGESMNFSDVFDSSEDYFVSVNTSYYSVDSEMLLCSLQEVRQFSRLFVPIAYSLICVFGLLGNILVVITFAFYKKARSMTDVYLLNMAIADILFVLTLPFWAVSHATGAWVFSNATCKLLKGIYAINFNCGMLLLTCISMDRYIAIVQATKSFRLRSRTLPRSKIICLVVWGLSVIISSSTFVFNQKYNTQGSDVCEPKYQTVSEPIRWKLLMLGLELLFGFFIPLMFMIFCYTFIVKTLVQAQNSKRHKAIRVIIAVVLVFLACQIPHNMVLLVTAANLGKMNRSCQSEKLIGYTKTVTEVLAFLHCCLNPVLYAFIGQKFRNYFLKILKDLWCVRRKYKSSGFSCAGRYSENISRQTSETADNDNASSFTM
Jurkat NFkB inh = inhibitors of induced NF-kB luciferase reporter, primary screen, TCR NF-kB activation inhibitor project, cell-based, luminescence, uHTS; Jurkat, PMA/ionomycin-induced NF-kB luciferase reporter; inhibition, % at 4 µM; 330,000 tested, 0.53% active; AID 435003, 2010; in the data active means inhibition above about 50%
EBI2 antag = EBI2 receptor antagonists, beta-arrestin recruitment, primary screen, cell-based, luminescence, 7a,25-OHC stimulation, uHTS; G-protein coupled receptor 183 (Homo sapiens), P32249; 360,000 tested, 0.81% active; AID 651636, 2012; inhibition, % at 5 µM; 7a,25-OHC stimulated; in the data active means inhibition above about 38%;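 further: enzyme fragment complementation signal reports receptor beta-arrestin coupling in cells; 0% = agonist plus DMSO wells and 100% = wells without agonist; some results beyond the cut were filed as inactive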
Target sequence (P32249 whole entry, looked up, the tested form may be a part): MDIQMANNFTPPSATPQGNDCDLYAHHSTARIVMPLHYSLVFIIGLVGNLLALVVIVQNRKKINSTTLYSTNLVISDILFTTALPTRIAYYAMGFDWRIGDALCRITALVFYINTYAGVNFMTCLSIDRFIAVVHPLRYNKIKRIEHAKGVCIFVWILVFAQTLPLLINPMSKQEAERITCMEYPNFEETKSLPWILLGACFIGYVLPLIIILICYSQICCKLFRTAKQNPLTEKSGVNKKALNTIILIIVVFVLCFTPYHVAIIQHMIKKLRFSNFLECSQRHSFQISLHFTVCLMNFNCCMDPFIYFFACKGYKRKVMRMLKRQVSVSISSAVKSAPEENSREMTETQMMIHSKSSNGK
CHOP UPR activ = activators of apoptotic CHOP UPR arm, primary screen, cell-based, CHO-CHOP luciferase reporter, luminescence, uHTS; AID 449763, 2010; 330,000 tested, 0.34% active; UPR activation; percent of tunicamycin response over DMSO baseline; activation, % at 10 µM;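 active means at 10 µM dose, activation of 40% or more, normalized to positive control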;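 further: 100% = tunicamycin at 10 µg/mL and 0% = DMSO alone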
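Assay system: CHO cells with stable CHOP pathway luciferase reporter; Buffer or medium: F12 plus 10% serum; Times: 16-18 h cell attachment, then 6 h compound exposure, 37 °C; Signal: luciferase luminescence; Read-out basis: percent activation relative to tunicamycin control; Control set: tunicamycin high control, DMSO low control.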
Mdm2-MdmX inh = inhibitors of human Mdm2-MdmX association, primary screen, cell-based, luminescence, split luciferase, SaOS-2, uHTS; Protein Mdm4 (Homo sapiens) + E3 ubiquitin-protein ligase Mdm2 (Homo sapiens), …; SaOS-2 split-luciferase Mdm2/MdmX complementation; inhibition, % at 8 µM; 330,000 tested, 3% active;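 active means inhibition of at least 50% at 8 µM in the primary screen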
CXCR6 inh = CXCR6 receptor inhibitors, primary screen, cell-based, beta-arrestin, luminescence, CHO-K1 PathHunter, 1536-well. inhibition, % at 20 µM. 360,000 tested, 0.36% active. C-X-C chemokine receptor type 6 (Homo sapiens), O00574. AID 602244, 2012; in the data active means inhibition above about 34%, passing the limit was not always enough;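 further: antagonist mode with CXCL16 agonist at 10 nM final; 0% = 10 nM CXCL16 with DMSO and 100% = unstimulated wells without agonist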
Target sequence (O00574 whole entry, looked up): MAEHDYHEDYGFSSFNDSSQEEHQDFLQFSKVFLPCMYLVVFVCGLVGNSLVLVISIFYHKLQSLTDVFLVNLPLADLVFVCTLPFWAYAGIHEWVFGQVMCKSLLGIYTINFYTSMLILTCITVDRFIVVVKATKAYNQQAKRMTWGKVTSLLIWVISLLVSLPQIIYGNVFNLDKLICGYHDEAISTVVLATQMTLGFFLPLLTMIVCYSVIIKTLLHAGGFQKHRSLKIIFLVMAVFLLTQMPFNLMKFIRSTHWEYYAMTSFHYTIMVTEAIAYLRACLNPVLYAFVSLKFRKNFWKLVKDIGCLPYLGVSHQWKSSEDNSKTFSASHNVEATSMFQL
Gli-Sufu antag = Gli-Sufu pathway antagonists, primary screen, luciferase luminescence, Sufu-KO-LIGHT cells, uHTS; Sufu-KO-LIGHT fibroblasts, Gli luciferase reporter luminescence; inhibition, % at 5 µM; 340,000 tested, 0.74% active; AID 588413, 2011;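 active means inhibition above about 55%, limit read from the data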;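 further: 0% = DMSO-treated cells and 100% = wells with medium but no cells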
* = called active by the depositor; · = no result given.

SMILES	UPR XBP1 act	697 NFkB inh	CCR6 antagonist	Jurkat NFkB inh	EBI2 antag	CHOP UPR activ	Mdm2-MdmX inh	CXCR6 inh	Gli-Sufu antag
CCOP(=O)(OCC)C(NC(=O)Nc1ccc(Cl)c(Cl)c1)C(N)=O (stereo unspecified)	-1	5	10	-3	-7	1.4	-16	-1	-3
Cc1ccc(CNS(=O)(=O)N(C)C)cc1	0	9	-1	-3	-3	-1.4	14	-5	8
CCOC(=O)C(NC(=O)c1cccc(Cl)c1)(Nc1sc2c(c1C(N)=O)CCC2)C(F)(F)F (stereo unspecified)	1	-18	23	-9	3	-0.9	-7	5	-2
O=C(Nc1ccc(-c2csc(Nc3ccccc3)n2)cc1)c1cccc(C(F)(F)F)c1	14	-53	6	13	23	9.9	42	-2	9
O=C(c1ccccc1Br)N(Cc1ccccc1)c1ccccc1	0	-19	14	-8	0	-0.8	7	12	17
Cc1csc2c(N(C)CCO)ncnc12	3	7	0	2	-4	0.1	7	3	-5
COCCn1c(SCC(=O)NC2CC2)nnc1-c1ccco1	13	15	-4	-1	-16	1.5	-9	2	19
COc1ccc(CN2CCNC(=O)C2CC(=O)N(C)Cc2ccno2)c(F)c1 (stereo unspecified)	-5	-21	-3	-9	-6	1.5	13	2	-2
CSCC(=O)N1CCCC(CO)(Cc2ccccc2C)C1 (stereo unspecified)	0	-1	2	-14	-8	-1.1	2	0	-5
Cc1cccc(NC(=S)NC2CCN(Cc3ccccc3)CC2)c1C	-4	-4	0	-8	-3	0.6	14	3	24
CCOc1ccccc1NC(=O)CSc1nc(=O)n(CCCN2CCOCC2)c2c1CCC2	-2	-21	5	1	-4	2.1	11	-4	2
O=P(OC1CCCCC1)(OC1CCCCC1)C(O)c1cccnc1 (stereo unspecified)	-3	14	11	17	-7	1.2	10	-4	9
NNC(=O)c1cc2c(N3CCC(Cc4ccccc4)CC3)ncnc2s1	-1	-16	-5	16	4	-1.1	18	-14	34
O=C(CSc1nccn1-c1ccc(Cl)cc1)NCc1ccc2c(c1)OCO2	-2	1	21	-6	3	-0.5	7	0	2
CCOC(=O)c1ccc(S(=O)(=O)N2CCN(CCC#N)CC2)cc1	-1	0	1	0	-12	-2.7	13	-9	2
CC(C(=O)Nc1ccccc1)N1CCN(c2ccccn2)CC1 (stereo unspecified)	0	10	6	14	-1	-0.6	-26	5	6
CSc1nc(C)cc(SCC(=O)Nc2ccccc2)n1	-2	12	-9	8	14	-2.1	14	-3	3
CCSc1nnc(NC(=O)c2csc(C)c2)s1	3	-9	-9	-51	-5	2.1	-39	2	-30
CCCOC(=O)c1ccc(-n2nnnc2SCC(=O)N2CCCCC2)cc1	-2	-10	-9	5	-7	-3.1	0	9	4
CN(CCc1ccccc1)C(=O)c1ccc(NC(=O)Cc2ccc(NC(=O)C3CCN(S(=O)(=O)c4cccc([N+](=O)[O-])c4)CC3)cc2)cc1	·	·	9	·	-13	·	·	-4	8
Cc1cccc(C(=O)Nc2ccccc2-c2nnn(CC(=O)Nc3ccc4c(c3)OCCO4)n2)c1	2	-9	18	-21	5	-1.6	15	-1	2
CC(C)(C)OC(=O)NCCCCCNC(=O)c1[nH]cnc1C(=O)N[C@@H](Cc1ccccc1)C(=O)OCc1ccccc1	-2	2	-33	-10	-11	-0.7	31	3	5
COc1ccc(C2CCCN2C(=O)c2cccs2)cc1 (stereo unspecified)	-1	-4	-8	2	-5	-2.1	-8	3	-26
Nc1cc(-c2ccc(Br)cc2)[nH]n1	2	0	-30	5	-13	0.4	11	-8	-16
O=C(Nc1cccc2ccccc12)ON=C1CCCCC1	·	·	-10	·	-5	·	·	-5	-6
O=C(c1ccc(NS(=O)(=O)c2ccc3[nH]c(=O)[nH]c3c2)cc1)N1CCN(c2ccccc2)CC1	0	16	-1	-3	-13	0.2	4	7	-3
COc1ccc(Cc2c(O)nc(SCC(=O)N3CCCCCC3)[nH]c2=O)cc1	0	18	3	12	-16	3.3	0	4	-2
COc1ccc(-c2onc3ccc(Br)cc23)cc1	-1	3	0	-7	-8	2.1	-21	-20	-12
O=C(O)c1ccc(/C=N/NC(=S)NCc2ccccc2)cc1	5	-13	14	6	0	0.4	8	4	-3
COc1ccc(N2CCN(CC(O)COc3ccc([N+](=O)[O-])cc3)CC2)cc1 (stereo unspecified)	4	17	-1	7	-9	4.4	-17	-4	11

Rewritten field by field: part of the list above
Structure: CSc1nc(C)cc(SCC(=O)Nc2ccccc2)n1
  UPR XBP1 act: -2 | 697 NFkB inh: 12 | CCR6 antagonist: -9 | Jurkat NFkB inh: 8 | EBI2 antag: 14 | CHOP UPR activ: -2.1 | Mdm2-MdmX inh: 14 | CXCR6 inh: -3 | Gli-Sufu antag: 3
Structure: CCSc1nnc(NC(=O)c2csc(C)c2)s1
  UPR XBP1 act: 3 | 697 NFkB inh: -9 | CCR6 antagonist: -9 | Jurkat NFkB inh: -51 | EBI2 antag: -5 | CHOP UPR activ: 2.1 | Mdm2-MdmX inh: -39 | CXCR6 inh: 2 | Gli-Sufu antag: -30
Structure: CCCOC(=O)c1ccc(-n2nnnc2SCC(=O)N2CCCCC2)cc1
  UPR XBP1 act: -2 | 697 NFkB inh: -10 | CCR6 antagonist: -9 | Jurkat NFkB inh: 5 | EBI2 antag: -7 | CHOP UPR activ: -3.1 | Mdm2-MdmX inh: 0 | CXCR6 inh: 9 | Gli-Sufu antag: 4

More records follow.
SMILES	UPR XBP1 act	697 NFkB inh	CCR6 antagonist	Jurkat NFkB inh	EBI2 antag	CHOP UPR activ	Mdm2-MdmX inh	CXCR6 inh	Gli-Sufu antag
COc1cccc(C(=O)N2CCN(Cc3cccc(F)c3)CC2)c1	2	-1	-13	14	-8	-1.0	2	-7	5
CCOC(=O)c1cccc(NC(=O)CSc2nnc(CNc3ccc(C)cc3)n2CC)c1	3	-19	8	3	15	0.7	-7	8	-16
O=C(N/C(=C/c1cccnc1)C(=O)N1CCOCC1)c1ccccc1Br	-1	14	9	-4	-9	-1.6	-21	-9	-3
Cn1c(=O)c2sccc2n2c(CCCC(=O)NCc3cccnc3)nnc12	-1	-6	-3	4	-22	0.7	16	5	6
Cc1ccccc1-c1nc(CS(=O)(=O)CC(=O)N2CCc3ccccc3C2)c(C)o1	-3	7	0	8	-4	-0.5	6	0	2
CCN(Cc1nc(-c2ccccc2)no1)C(=O)c1ccc2c(c1)OCO2	-3	3	10	-21	2	1.7	4	7	25
C=CCOc1ccc(/C=C/C(=O)OCC(=O)NCCCc2ccccc2)cc1	-2	4	17	4	-2	3.5	21	6	0
COC(=O)/C(=C/c1ccco1)NC(=O)c1ccco1	-1	11	2	6	-2	-0.3	4	0	-2
Cc1ccc(S(=O)(=O)C(C)C(=O)NCCS(=O)(=O)c2ccc(Cl)cc2)cc1 (stereo unspecified)	-2	10	1	-6	-3	0.0	26	-2	-4
COC(=O)c1cc(NC(=O)CC2CCCC2)cc(C(=O)OC)c1	-3	22	18	5	10	1.4	13	2	26
Cc1nc(-c2ccc(Cl)cc2)sc1C1(C)CC(c2ccc(Br)cc2)=NO1 (stereo unspecified)	2	-4	6	1	9	-0.1	5	2	-3
COc1cc(SC)ccc1C(=O)Nc1nc2ccccc2[nH]1	-17	92*	12	99*	26	-9.4	100*	2	93*
CCCCCc1ccc(-c2cn(CCc3c[nH]c4ccccc34)nn2)cc1	-1	-64	3	56*	8	1.3	19	1	1
COC(=O)C1=C(C)N(CCCC(=O)O)C(=O)NC1c1ccc(-c2ccccc2)cc1 (stereo unspecified)	-1	-12	0	-14	-1	1.8	2	-8	-6
Cc1ccc(-n2c(C)cc(/C=C(\C#N)C(=O)NCC3CCCO3)c2C)cc1 (stereo unspecified)	1	-140	11	-101	14	3.0	-14	2	-52

Sorted by the number under EBI2 antag (smallest number first): some entries from above.
structure	697 NFkB inh	CCR6 antagonist	Jurkat NFkB inh	EBI2 antag	Mdm2-MdmX inh	CXCR6 inh
CCN(Cc1nc(-c2ccccc2)no1)C(=O)c1ccc2c(c1)OCO2	3	10	-21	2	4	7
CCCCCc1ccc(-c2cn(CCc3c[nH]c4ccccc34)nn2)cc1	-64	3	56*	8	19	1
COC(=O)c1cc(NC(=O)CC2CCCC2)cc(C(=O)OC)c1	22	18	5	10	13	2

Single records, from the list above:
COc1cccc(C(=O)N2CCN(Cc3cccc(F)c3)CC2)c1 is listed with UPR XBP1 act = 2; 697 NFkB inh = -1; CCR6 antagonist = -13; Jurkat NFkB inh = 14; EBI2 antag = -8; CHOP UPR activ = -1.0; Mdm2-MdmX inh = 2; CXCR6 inh = -7; Gli-Sufu antag = 5
CCCCCc1ccc(-c2cn(CCc3c[nH]c4ccccc34)nn2)cc1 is listed with UPR XBP1 act = -1; 697 NFkB inh = -64; CCR6 antagonist = 3; Jurkat NFkB inh = 56*; EBI2 antag = 8; CHOP UPR activ = 1.3; Mdm2-MdmX inh = 19; CXCR6 inh = 1; Gli-Sufu antag = 1

New compounds follow
SMILES	UPR XBP1 act	697 NFkB inh	CCR6 antagonist	Jurkat NFkB inh	EBI2 antag	CHOP UPR activ	Mdm2-MdmX inh	CXCR6 inh	Gli-Sufu antag
COc1ccc(-c2cc3ccccc3nc2N)cc1OC	-8	-23	4	-2	-5	0.4	10	-7	0
CCOc1ccc(NC(=S)N2CCCN(Cc3cc(C)ccc3C)C2)cc1	-2	8	10	-1	5	1.5	-9	0	3
Cc1onc(-c2c(F)cccc2Cl)c1C(=O)NC1CCCCCC1	-6	9	1	3	4	0.0	4	-5	-9
O=C(CCS(=O)(=O)c1ccccc1)Nc1ccc(N2CCOCC2)cc1	2	-7	-2	0	-3	1.4	0	10	30
NS(=O)(=O)c1ccc(CCNC(=O)COC(=O)Cc2c(F)cccc2Cl)cc1	-1	-7	9	-1	-7	0.5	5	-2	2
CC(=O)c1ccc(NCC(=O)N2CCN(S(=O)(=O)c3ccccc3)CC2)cc1	-3	15	0	10	6	0.9	5	2	-2
O=C(NCc1ccc2c(c1)OCO2)C1CCCN(S(=O)(=O)c2cccs2)C1 (stereo unspecified)	-2	3	1	3	-2	0.6	22	0	46
COC(=O)c1sc(NC(=O)c2cccc([N+](=O)[O-])c2)c(C(N)=O)c1C	1	13	-4	3	13	0.8	3	-1	11
Cc1ccc(C(NC(=O)/C=C\c2ccc3c(c2)OCO3)C(=O)Nc2ccc3c(c2)OCO3)cc1 (stereo unspecified)	0	6	5	5	7	-0.1	12	11	0
CC(C)NC(=O)COc1ccc(S(=O)(=O)N2CCCC2)cc1	-3	-5	1	-3	0	0.6	14	-9	15

For reference, part of the list above:
SMILES	UPR XBP1 act	697 NFkB inh	CCR6 antagonist	Jurkat NFkB inh	EBI2 antag	CHOP UPR activ	Mdm2-MdmX inh	CXCR6 inh	Gli-Sufu antag
Cc1ccc(C(NC(=O)/C=C\c2ccc3c(c2)OCO3)C(=O)Nc2ccc3c(c2)OCO3)cc1 (stereo unspecified)	0	6	5	5	7	-0.1	12	11	0
CC(C)NC(=O)COc1ccc(S(=O)(=O)N2CCCC2)cc1	-3	-5	1	-3	0	0.6	14	-9	15

Screens from PubChem.
